TAAR1 antagonist: human TAAR1 antagonists, primary screen, Fluo-8 calcium fluorescence, CHO RD-HGA16 cells; antagonist; inhibition, % at 3 µM; hit rate 1.5% among 360,000; AID 624466, 2012;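 active = inhibition above a per-plate cutoff, the mean inhibition of test compounds on that plate plus 3 SD, cut at about 49% in these data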;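 also: 0% = DMSO plus EC80 beta-PEA response and 100% = DMSO alone without agonist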
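System: RD-HGA16 CHO cells with stable hTAAR1 and Gα16 | Probe or stimulus: EC80 β-phenethylamine stimulus | Dosing: 3 µM, single point | Times: Dye loading 75 min at 37 °C, then 30 min room temperature | Measured by: Fluo-8 calcium-sensitive fluorescence | Read-out basis: % inhibition of agonist calcium response | Replicates: n of 1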
CRFBP-R2 agonist: agonists of CRF-BP/CRF-R2 complex, primary screen, cell-based, HEK293, calcium dye fluorescence, uHTS. AID 588473, 2011. activation, % at 13.2 µM. calcium dye fluorescence (FLIPR); percent of saturating CRF peptide response. CRF-binding protein / CRF receptor 2 complex (human). hit rate 0.46% among 350,000;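 active = activation of at least 50%, plus an integration ratio under a set limit after plate pattern correction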;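 also: plate controls were neutral control wells without compound for no effect and CRF at EC100 for full effect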
TAAR1 agonist: human TAAR1 agonists, primary screen, Fluo-8 calcium fluorescence, CHO RD-HGA16 cells; Trace amine-associated receptor 1 (Homo sapiens), Q96RJ0; vehicle wells 0%, saturating PEA agonist 100%; activation, % at 3 µM; hit rate 0.99% among 360,000;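 active = activation above the mean activation of all test compounds in the run plus 3 SD, cut at about 38% in these data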
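Benchmarks: low control DMSO, high control PEA (EC100); System: CHO RD-HGA16 cells carrying human TAAR1 plus Gα16; Detection: Fluo-8 fluorescence, 5 s baseline then 140 s kinetic read; Schedule: 17-24 h plating, Fluo-8 75 min 37 °C, 30 min RT; Read-out basis: % activation from peak over basal fluorescence ratio, DMSO-to-PEA scaled.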
CHRM4 PAM: human M4 muscarinic receptor positive allosteric modulators, primary screen, CHO-K1 cells, Fluo-8 calcium fluorescence; CHO-K1 hM4/Gqi5, ACh EC20; 0% = ACh EC20, 100% = maximal ACh; activation, % at 3 µM; hit rate 0.4% among 360,000;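 active = activation above its plate's cutoff, the mean activation of sample wells plus 3 SD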; also: some results filed as inactive read as strong as hits
Target sequence (P08173 whole entry, looked up): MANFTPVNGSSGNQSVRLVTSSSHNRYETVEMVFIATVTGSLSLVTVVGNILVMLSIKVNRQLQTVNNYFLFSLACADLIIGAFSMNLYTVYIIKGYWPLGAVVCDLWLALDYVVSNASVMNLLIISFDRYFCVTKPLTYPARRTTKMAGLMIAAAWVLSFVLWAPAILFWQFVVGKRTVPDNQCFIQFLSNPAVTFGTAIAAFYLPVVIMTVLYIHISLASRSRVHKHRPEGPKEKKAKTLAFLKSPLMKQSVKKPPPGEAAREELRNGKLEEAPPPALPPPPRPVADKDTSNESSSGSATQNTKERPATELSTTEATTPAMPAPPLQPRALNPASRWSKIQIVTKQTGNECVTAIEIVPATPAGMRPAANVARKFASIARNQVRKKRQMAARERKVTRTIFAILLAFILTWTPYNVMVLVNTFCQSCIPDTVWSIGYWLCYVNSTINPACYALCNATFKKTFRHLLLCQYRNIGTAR
CRFR2-BP antag: antagonists of CRF-BP/CRF-R2 complex, primary screen, cell-based, HEK293, calcium dye fluorescence, uHTS; inhibition, % at 11.8 µM; CRF-induced calcium fluorescence; AID 588475, 2011; hit rate 0.59% among 350,000;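 active = inhibition of the ligand-induced calcium signal above about 50% at the single tested concentration, limit read from the data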
M1 PAM parental: nonselective calcium activators in parental CHO-K1 cells, primary screen, counter-screen for M1 PAM project, cell-based, Fluo-8 calcium fluorescence, full deck, 1536-well | ATP EC20; 0% at ATP EC20, 100% at ATP max | activation, % at 3 µM | hit rate 0.02% among 360,000;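 active = activation above the run cutoff, the mean activation of all test compounds plus 3 SD, cut at about 40% in these data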;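 also: peak over basal fluorescence ratio in a 140 s read after ATP addition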
CHRM5 antagonist: human M5 muscarinic receptor antagonists, primary screen, CHO cells, Fluo-8 calcium fluorescence; Muscarinic acetylcholine receptor M5 (Homo sapiens), P08912; CHO-hM5 cells, ACh EC80; inhibition, % at 3 µM; hit rate 0.59% among 360,000;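 active = inhibition above a per-plate cutoff, the mean of that plate's test compounds plus 3 SD, cut at about 27% in these data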;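 also: 0% = acetylcholine EC80 with DMSO and 100% = DMSO without agonist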
Target sequence (P08912 whole entry, looked up): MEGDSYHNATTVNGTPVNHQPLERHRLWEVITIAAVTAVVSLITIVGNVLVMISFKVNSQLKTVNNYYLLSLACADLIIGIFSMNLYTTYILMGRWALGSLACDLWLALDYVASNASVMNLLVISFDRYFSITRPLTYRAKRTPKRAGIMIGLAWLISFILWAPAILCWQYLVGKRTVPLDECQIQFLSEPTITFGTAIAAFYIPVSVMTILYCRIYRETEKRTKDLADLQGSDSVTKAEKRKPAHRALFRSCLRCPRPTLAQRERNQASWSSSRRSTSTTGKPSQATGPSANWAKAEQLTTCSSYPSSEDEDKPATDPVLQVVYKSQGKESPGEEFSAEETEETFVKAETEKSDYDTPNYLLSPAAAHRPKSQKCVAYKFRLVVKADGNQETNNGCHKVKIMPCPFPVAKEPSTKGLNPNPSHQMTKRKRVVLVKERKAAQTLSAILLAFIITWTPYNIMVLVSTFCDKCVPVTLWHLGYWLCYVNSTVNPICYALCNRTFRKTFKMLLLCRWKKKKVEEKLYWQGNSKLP
CHRM5 PAM: human M5 muscarinic receptor positive allosteric modulators, primary screen, CHO-K1 cells, Fluo-8 calcium fluorescence. Muscarinic acetylcholine receptor M5 (Homo sapiens), P08912. CHO-K1 hM5, ACh EC20 PAM; 0% = ACh EC20, 100% = ACh EC100. activation, % at 3 µM. hit rate 0.3% among 360,000;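 active = activation above the run cutoff, the mean activation of all test compounds plus 3 SD, cut at about 18% in these data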
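system = human M5 receptor in CHO-K1 cells | compound = one concentration, 3 µM final (nominal) | schedule = Post-acetylcholine fluorescence recording 140 s | signal = Fluo-8 calcium dye fluorescence, kinetic read | benchmarks = low control EC20 acetylcholine (0%), high control EC100 acetylcholine (100%) | repeats = singlicate, one well per test compound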
CHRM5 agonist: human M5 muscarinic receptor agonists, primary screen, CHO-K1 cells, Fluo-8 calcium fluorescence; Muscarinic acetylcholine receptor M5 (Homo sapiens), P08912; CHO-K1 hM5 cells; 0% DMSO wells, 100% maximal acetylcholine response; activation, % at 3 µM; hit rate 0.19% among 360,000;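 active = activation above the run's mean over test compounds plus 3 SD, cut at about 23% in these data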;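 also: signal is peak over basal fluorescence ratio across the kinetic read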
* hit, by the source's call; . = not tested or not shown.

SMILES	TAAR1 antagonist	CRFBP-R2 agonist	TAAR1 agonist	CHRM4 PAM	CRFR2-BP antag	M1 PAM parental	CHRM5 antagonist	CHRM5 PAM	CHRM5 agonist
CN(CCc1ccccc1)C(=O)c1ccc(NC(=O)Cc2ccc([N+](=O)[O-])cc2)cc1	34	0.4	21	-6	-1	9	10	-11	13
NS(=O)(=O)c1ccc(CCNC(=O)COC(=O)/C=C/c2ccccc2Cl)cc1	-2	12	42*	-5	-20	-11	10	-10	8
CC1CCCCC1NC(=O)COC(=O)c1cccn1C (stereo not drawn)	-10	-0.4	-1	8	3	2	2	-1	1
CCOC(=O)CNC(=O)c1c2c(nc3ccccc13)CCCC2	-3	-0.5	19	-4	-4	-5	7	-1	3
Cc1cccc(NC(=O)c2onc3c2CCCC3)c1C	-9	-1.4	23	4	14	7	-3	4	0
Cc1ccc(C(=O)NC2CCS(=O)(=O)C2)cc1S(=O)(=O)N1CCCCC1 (stereo not drawn)	-13	6.8	1	6	46	5	1	-3	-2
Cn1nc([N+](=O)[O-])nc1N1CCOCC1	7	0.1	8	-7	-2	-13	9	-2	-1
O=C(O)CCC(NC(=O)c1ccc(Cl)cc1)C(=O)O (stereo not drawn)	-2	-1.4	-1	-6	-3	-10	-1	3	-1
N#Cc1ccccc1Sc1ccccc1C(=O)N1CCOCC1	-13	-0.9	0	-1	9	15	3	2	0
COc1ccc(S(=O)(=O)N2CCOC23CCN(S(=O)(=O)c2cc(C)ccc2C)CC3)cc1	-8	3.7	0	0	9	5	0	-1	0
Cc1ccc(C)c(S(=O)(=O)Nc2cc3c4c(c2)CC(=O)N4CCC3)c1	30	-3.3	2	2	0	7	2	-3	1
CCCNC(=O)c1c(O)c2cccc3c2n(c1=O)CCC3	-13	-0.4	0	0	-17	4	2	11	0
CSc1ccc(Cl)c(C(=O)Nc2ccc(N3CCOCC3)cc2)c1	0	0.3	3	-2	-5	26	8	2	-5
COc1ccc(/C=C/C(=O)O)cc1S(=O)(=O)NCC1CCCO1 (stereo not drawn)	-18	-2.3	4	-10	9	16	0	5	-1
COc1ccc(-c2[nH]c(-c3cc(OC)c4c(c3)OCO4)nc2-c2ccccc2)cc1	13	-1.0	0	-3	15	1	5	-6	-4
CC1CCN(C(c2ccc(N(C)C)cc2)c2nnnn2Cc2ccc(F)cc2)CC1 (stereo not drawn)	-14	3.3	3	0	-14	20	-1	0	-2
O=C(O)Cn1ncc2c1-c1ccoc1CC2	-19	0.9	1	14	-12	26	2	-7	4
O=C(Cn1cnc2cc([N+](=O)[O-])ccc2c1=O)Nc1ccc2c(c1)CCC2	-3	0.6	1	-4	4	10	0	-1	-1
COc1ccccc1C(=O)NCCC(=O)NCc1cccnc1	-16	0.2	12	12	0	19	11	-1	1
COC(=O)C1CCN(C(=O)c2ccc(NC(C)=O)cc2)CC1	7	-0.6	16	-2	-2	0	-3	3	-2
COc1ccc(C(=O)NCc2nnc(SCC(=O)N3CCOCC3)o2)cc1	1	-1.7	2	-3	-1	13	-13	8	2
CCOc1ccc(C(=O)Nc2cc3c(cc2N2CCCC2)n(CC)c(=O)n3CC)cc1OCC	-3	-0.6	-2	0	11	7	3	3	-3
FC(F)(F)c1cnc(NNC(=S)Nc2ccccc2)c(Cl)c1	-24	2.1	6	-3	3	-11	-2	-6	8
NC(=O)c1ccccc1OCC(=O)NS(=O)(=O)c1ccc(Cl)cc1	4	-0.2	0	6	15	27	-6	7	3
COCCCNC(=O)c1ccccc1NS(C)(=O)=O	-4	-0.6	7	-7	4	12	3	-3	-1

New compounds follow.
SMILES	TAAR1 antagonist	CRFBP-R2 agonist	TAAR1 agonist	CHRM4 PAM	CRFR2-BP antag	M1 PAM parental	CHRM5 antagonist	CHRM5 PAM	CHRM5 agonist
O=C(c1ccc(OC2CCN(Cc3ccccc3O)CC2)cc1)N1CCCCC1	-31	0.2	1	-2	-16	8	-4	1	-3
COc1ccc(CCn2c(=N)c(C(=O)NCC3CCCO3)cc3c(=O)n4cccc(C)c4nc32)cc1 (stereo not drawn)	11	-0.4	4	-10	3	-27	-3	-3	-2
CC(=O)Nc1ccc(C(O)(C(F)(F)F)C(F)(F)F)cc1	11	6.2	13	6	16	8	-10	1	-1
Cc1ccc(NC(=O)c2cc(S(=O)(=O)N3CCc4ccccc43)cn2C)cc1C	-15	1.5	0	-2	-2	10	7	-10	1
Cc1ccc2c(cnn2C(=O)CCC(=O)NC2CCCCC2)c1	-15	0.2	-1	6	14	32	-4	0	0
CCCCC[C@H](C)N1C[C@H](COCc2ccccc2)Oc2cc(N3CCC[C@H]3CO)ccc2S1(=O)=O	3	.	0	-7	.	-6	0	-8	-1
O=c1[nH]c(-c2ccc(O)cc2)nc2scc(-c3cccs3)c12	-13	0.3	4	-9	-2	-19	1	-2	6
COCCCN(C(=O)C1CCC1)c1c(N)n(Cc2ccccc2)c(=O)[nH]c1=O	-1	0.8	10	6	-9	19	0	15	2
O=C(Oc1ccc2ccc(=O)oc2c1)C1CCCCC1	-22	-2.8	-1	-2	5	21	3	-1	-2
COc1ccccc1NC(=S)N(Cc1ccc(C)cc1)Cc1cccnc1	-20	-2.3	2	-3	6	6	3	2	-3
Cc1ccc(NC(=O)CCn2c(=O)oc3ccccc32)cc1	14	0.0	3	0	-6	4	-2	8	-7
CC(C)C[C@@H]1CN=C(N)N1C[C@@H]1CCCN1C[C@@H](C(C)C)N1C[C@@H](Cc2ccccc2)N(CCc2ccc(Cl)c(Cl)c2)C1=N	7	2.8	1	1	28	26	2	-3	-3
CCN(CCCNC(=O)C1CCN(S(=O)(=O)N2CCC3(CC2)OCCO3)CC1)c1ccccc1	-14	-0.1	5	-2	-1	17	-5	-3	-3
Fc1ccc(CNC(=S)Nc2ccc(OC(F)F)cc2)cc1	16	0.1	7	0	11	-9	19	-15	3
CN[C@@H](C)C(=O)NC[C@H]1O[C@@H](n2cnc3c(N)ncnc32)[C@H](O)[C@@H]1O	-8	-1.3	1	3	-9	-4	10	-3	1
CN(C(=O)Cc1c[nH]c2ccccc12)C(C(=O)Nc1ccc2c(c1)OCO2)c1ccccc1 (stereo not drawn)	21	-3.1	8	-16	-11	10	16	-15	2
O=C(NN1C(=O)c2ccccc2NC1c1cccnc1)c1ccc([N+](=O)[O-])cc1 (stereo not drawn)	17	-3.1	2	0	0	-8	-4	7	2
Cc1ccc(NC(=O)CCc2nnc3ccc(NCc4ccco4)nn23)cc1F	-33	-0.5	2	-8	-2	4	10	-3	-3
COc1ccc(C(=O)N2CCC2(C)C(=O)NC(C)C)cc1OC (stereo not drawn)	-12	.	2	3	.	13	3	2	2
CCOC(=O)C1=CC[C@H]2c3c(c4ccccc4n3C)C(=O)C1N2Cc1ccccc1	6	-2.6	4	8	6	23	6	3	-1
Cc1c(Cc2ccccc2)c(=O)oc2c(C)c(OCC(=O)NCC3CCC(C(=O)O)CC3)ccc12 (stereo not drawn)	3	-0.2	0	13	5	21	3	2	2
Cc1ccccc1-n1c(Cn2c(=O)sc3ccccc32)nnc1SCC(=O)N1CCCC1	-23	-3.4	1	14	-9	22	2	0	-2
Cc1nc(Nc2ccc3c(c2)OCCO3)c2c(C)c(C)sc2n1	-12	-1.5	7	-5	6	9	-1	-4	-6
Cc1ccc(-c2cc(C(F)F)nc(NCc3cccnc3)n2)cc1	-25	1.2	31	0	-39	28	-5	7	9
N=C1/C(=C\c2coc3ccccc3c2=O)C(=O)N=C2SC(c3ccncc3)=NN12	104*	159*	174*	-37	-118	-23	51*	-34	65*

Next part
SMILES	TAAR1 antagonist	CRFBP-R2 agonist	TAAR1 agonist	CHRM4 PAM	CRFR2-BP antag	M1 PAM parental	CHRM5 antagonist	CHRM5 PAM	CHRM5 agonist
COc1ccc(CN2C(=O)c3ccccc3C2C(=O)NCCc2ccccc2)c(OC)c1 (stereo not drawn)	-5	-2.5	1	-6	6	11	4	-1	4
O=C(CC1CCCCC1)N1CCC(c2nc(-c3ccc(S(=O)(=O)N4CCCC4)cc3)no2)CC1	9	0.0	2	-1	-18	10	-6	4	4
COc1ccccc1OCCNC(=O)c1ccc2c(c1)OCCO2	-7	-0.7	1	-4	4	6	5	-5	0
COc1ccc(OC)c(CN2CCN(Cc3cccc4ccccc34)CC2)c1	-43	0.0	17	-13	-4	1	12	-15	-13
COC(=O)CSc1nc(COc2ccccc2)nc2ccccc12	-7	-3.4	2	-5	6	-1	5	8	-6
COC(=O)c1ccc2nc(-c3ccc(OC)c(OC)c3)c(Cc3ccccc3OC)n2c1	-16	.	2	0	.	6	5	-2	-5
CCN1CCN(C(=O)NS(=O)(=O)c2ccc(C)cc2)CC1	-21	-2.9	5	-4	7	17	10	2	-3
CCOC(=O)C1CCN(C(=O)Cn2cc(C(=O)c3ccco3)c3ccccc32)CC1	32	-2.6	11	-11	-14	15	8	-5	0
O=C(O)c1cc(S(=O)(=O)Nc2ccc3oc(=O)sc3c2)ccc1O	-5	0.8	5	.	-5	.	.	.	.
Cc1ccc(OCC(=O)Nc2nnc(S(=O)(=O)N3CCCCCC3)s2)cc1	26	9.8	16	3	-7	21	0	0	2
COC(=O)n1c(SC)nc2ccccc21	6	-0.5	3	14	16	8	-7	11	-2
Cc1ccc(C)c(NC(=O)c2ccc3nccnc3c2)c1	-1	1.0	-4	0	8	-3	19	-4	-2
O=C(Nc1cc(=O)[nH]c2ncnn12)c1ccccc1Cl	16	-0.6	7	2	5	22	-2	4	1
O=C1c2ccc(-c3nc4ccccc4o3)cc2C(=O)N1Cc1cccnc1	-5	0.6	-1	.	8	.	.	.	.
Cn1c(Cn2c(=O)sc3ccccc32)nnc1SCC(=O)Nc1ccc(Cl)cc1	-3	-1.8	-1	1	-6	10	-5	-3	-2
CCOC(=O)CN(Cc1sccc1C)C(=O)Nc1ccc(OC)cc1OC	0	-0.2	2	-5	-3	-14	0	-1	0

Quoted at random: three records from the list
SMILES	TAAR1 antagonist	CRFBP-R2 agonist	TAAR1 agonist	CHRM4 PAM	CRFR2-BP antag	M1 PAM parental	CHRM5 antagonist	CHRM5 PAM	CHRM5 agonist
COC(=O)c1ccc2nc(-c3ccc(OC)c(OC)c3)c(Cc3ccccc3OC)n2c1	-16	.	2	0	.	6	5	-2	-5
O=C(Nc1cc(=O)[nH]c2ncnn12)c1ccccc1Cl	16	-0.6	7	2	5	22	-2	4	1
COc1ccc(CN2C(=O)c3ccccc3C2C(=O)NCCc2ccccc2)c(OC)c1 (stereo not drawn)	-5	-2.5	1	-6	6	11	4	-1	4

Compound activity: PubChem BioAssay, several laboratories
